DNA FID counter = compounds displacing fluorescent DNA intercalator, primary screen, artefact control for HCV NS3 helicase inhibitor project, biochemical, FID fluorescence; DNA fluorescent intercalator displacement; inhibition, % at 7.9 µM; 290,000 compounds, 0.17% hits; in the data active = inhibition above about 37%;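 note: 0% = vehicle and 100% = reference compound; higher means more ethidium bromide displaced from hairpin DNA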
GalR3 antag = GalR3 antagonists in HEK293 cells, primary screen, cell-based, fluorescence readout; inhibition, % at 3 µM; HEK293 GalR3-CNG cAMP membrane potential fluorescence; galR3 body fused to GalR1 C-terminus; 360,000 compounds, 0.44% hits;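 active = inhibition above the screen-wide average plus 3 SD, cut at about 13% in these data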;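 note: forskolin and galanin both at EC90 stimulate the cells; cAMP rise reported by CNG channel membrane potential dye signal; 0% = forskolin plus galanin with DMSO and 100% = forskolin alone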
GPR7 antag = GPR7 receptor antagonists, primary screen, cell-based, fluorescence, single concentration; Neuropeptides B/W receptor type 1 (Homo sapiens), P48145; inhibition, % at 4.4 µM; GPR7-expressing cells, fluorescence antagonist assay; 290,000 compounds, 1.1% hits; in the data active = inhibition above about 16%, passing the limit was not always enough;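 note: cells stimulated with the agonist NPW; 0% = agonist with vehicle and 100% = vehicle without agonist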
Target sequence (P48145 whole entry, looked up): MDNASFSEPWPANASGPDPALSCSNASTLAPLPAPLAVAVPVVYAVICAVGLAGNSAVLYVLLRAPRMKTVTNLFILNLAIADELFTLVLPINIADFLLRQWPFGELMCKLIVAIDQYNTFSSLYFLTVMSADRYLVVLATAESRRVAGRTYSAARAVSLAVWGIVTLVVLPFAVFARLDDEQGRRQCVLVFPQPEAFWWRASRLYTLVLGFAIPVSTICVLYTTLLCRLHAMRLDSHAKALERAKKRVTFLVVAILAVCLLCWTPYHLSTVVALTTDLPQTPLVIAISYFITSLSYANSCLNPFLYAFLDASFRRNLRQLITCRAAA
VIM-2 inh = VIM-2 metallo-beta-lactamase inhibitors, primary screen, biochemical, epi-absorbance readout, Pseudomonas aeruginosa enzyme | purified VIM-2, nitrocefin hydrolysis, epi-absorbance fluorescence | inhibition, % at 5.6 µM | 290,000 compounds, 0.89% hits | AID 1527, 2009;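 active = inhibition above the mean of all tested compounds plus 3 SD, cutoff set per screening run, cut at about 7.5% in these data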;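 note: red hydrolysis product quenches plate fluorescence so inhibitors raise well fluorescence; 0% = enzyme with DMSO and 100% = DMSO without enzyme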
PHOSPHO1 inh = PubChem AID 1565. inhibition, % at 13.3 µM. recombinant PHOSPHO1, absorbance phosphatase assay. 290,000 compounds, 1.1% hits. Phosphoethanolamine/phosphocholine phosphatase (Homo sapiens), Q8TCT1; in the data active = inhibition above about 60%
Target sequence (Q8TCT1 whole entry, looked up): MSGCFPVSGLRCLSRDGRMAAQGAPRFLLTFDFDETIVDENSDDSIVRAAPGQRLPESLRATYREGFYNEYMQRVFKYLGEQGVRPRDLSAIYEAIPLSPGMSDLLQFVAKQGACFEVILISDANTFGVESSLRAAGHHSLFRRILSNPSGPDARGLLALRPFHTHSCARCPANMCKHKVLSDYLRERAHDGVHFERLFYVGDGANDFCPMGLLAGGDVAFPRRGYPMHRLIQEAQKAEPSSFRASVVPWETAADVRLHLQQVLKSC
OXTR agonist = human OXTR agonists, primary screen, fluorescence, CHO-OTR cells, Fluo-8 calcium | Oxytocin receptor (Homo sapiens), P30559 | Fluo-8 calcium fluorescence; normalized: DMSO 0%, oxytocin 100% | activation, % at 3 µM | 320,000 compounds, 0.32% hits;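 active = activation above the mean of all tested compounds plus 3 SD, cutoff set per screening run, cut at about 20% in these data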;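 note: peak over basal fluorescence ratio from a 100 s FLIPR kinetic read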
IMP-1 inh = IMP-1 metallo-beta-lactamase inhibitors, primary screen, biochemical, epi-absorbance readout, Pseudomonas aeruginosa enzyme. 290,000 compounds, 0.45% hits. inhibition, % at 5.6 µM. metallo-beta-lactamase IMP-1 (Pseudomonas aeruginosa). AID 1556, 2009. purified IMP-1, nitrocefin hydrolysis, epi-absorbance fluorescence;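 active = inhibition above the mean plus 3 SD of all compounds in the same screening run, cut at about 4.5% in these data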;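 note: 0% = IMP-1 with DMSO and 100% = DMSO wells lacking enzyme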
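System – purified recombinant IMP-1 beta-lactamase · Input – IMP-1 dispensed at 0.2 nM · Timing – 15 min preincubation plus 25 min reaction at 25 °C · Signal – Epi-absorbance fluorescence, 480 nm excitation, 530 nm emission · Measure – percent IMP-1 inhibition derived from blank-referenced optical density · Controls – Enzyme-plus-DMSO low control, enzyme-free DMSO high control · Replication – singlicate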
V1R ag counter = agonists of human V1a receptor, primary screen, counter-screen for OXTR agonist project, fluorescence, CHO-V1R cells; Vasopressin V1a receptor (Homo sapiens), P37288; Fluo-8 calcium fluorescence, agonist mode; 0% DMSO, 100% 3 nM vasopressin; activation, % at 3 µM; 320,000 compounds, 0.25% hits; AID 2797, 2010;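 active = activation above the mean activation of all tested compounds plus 3 SD, per screening run, cut at about 20% in these data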;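 note: signal is peak over basal fluorescence ratio across a 100 second FLIPR read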
Target sequence (P37288 whole entry, looked up): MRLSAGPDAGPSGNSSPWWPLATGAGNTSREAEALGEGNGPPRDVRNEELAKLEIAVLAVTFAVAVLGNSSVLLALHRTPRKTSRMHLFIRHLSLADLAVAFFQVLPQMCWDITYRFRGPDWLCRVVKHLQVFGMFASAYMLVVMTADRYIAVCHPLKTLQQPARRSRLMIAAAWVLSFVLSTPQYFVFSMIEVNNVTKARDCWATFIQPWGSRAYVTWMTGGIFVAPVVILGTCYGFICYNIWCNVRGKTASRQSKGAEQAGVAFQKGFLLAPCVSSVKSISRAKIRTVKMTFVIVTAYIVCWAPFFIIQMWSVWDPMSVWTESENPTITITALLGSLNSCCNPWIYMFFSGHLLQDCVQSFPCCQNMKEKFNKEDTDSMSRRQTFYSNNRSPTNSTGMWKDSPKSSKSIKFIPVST
HCV NS3 hel inh = inhibitors of HCV NS3 helicase, primary screen, biochemical, Cy5 molecular beacon fluorescence; Hepatitis C virus NS3 helicase; NS3 helicase DNA unwinding; inhibition, % at 10.9 µM; 290,000 compounds, 0.56% hits; AID 1800, 2009;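 active = inhibition above the mean of all tested compounds plus 3 SD, set per campaign, cut at about 35% in these data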;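 note: 0% = DMSO wells and 100% = thioflavine S control wells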
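System: Hepatitis C virus NS3 helicase domain fragment enzyme | Reagent: Annealed dual-labelled DNA beacon duplex, ATP-started | Compound dosing: 10.9 µM single point, 0.8% DMSO | Incubation: 1 h reaction at 25 °C, ATP-initiated | Technique: Cy5 fluorescence | Evaluation: Percent inhibition from t60/t0 fluorescence ratio | Benchmarks: Low DMSO, high thioflavine S at 110 µM | Replication: Singlicate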
* hit, by the source's call; x = no result given.

SMILES | DNA FID counter | GalR3 antag | GPR7 antag | VIM-2 inh | PHOSPHO1 inh | OXTR agonist | IMP-1 inh | V1R ag counter | HCV NS3 hel inh
COc1cc(C(=O)NCC(c2cccs2)N(C)C)cc(Cl)c1OC(C)C (stereo unspecified) | 19 | -4 | 3 | -1.8 | 5 | -0.5 | -2.4 | 2.6 | -38
O=C(CSc1nnc2ccccn12)Nc1ncc(Cl)cc1Cl | -2 | -3 | 2 | -5.3 | -28 | 4.6 | -4.5 | 0.3 | 12
Cn1ccc(C(=O)N/N=C/c2c[nH]c3ccccc23)n1 | -5 | -9 | 1 | -2.2 | 0 | 1.4 | -3.7 | 1.4 | 17
O=C(Nc1cc([N+](=O)[O-])ccc1O)c1cccc([N+](=O)[O-])c1 | 3 | -8 | -24 | -2.6 | 25 | 4.6 | -2.9 | 2.3 | 2
Cc1c(NC(=O)c2ccc3nsnc3c2)cccc1[N+](=O)[O-] | 2 | 1 | 5 | -1.0 | 27 | 1.8 | -1.1 | 2.8 | -2
COC(=O)c1ccc(C2NC(C(=O)O)CS2)cc1 (stereo unspecified) | -3 | -2 | -1 | -5.4 | 16 | 0.3 | -4.5 | -0.3 | 0
CCN(CC)S(=O)(=O)c1cccc(-c2n[nH]c(=S)n2CC(C)C)c1 | -31 | 0 | -7 | -3.3 | -13 | 0.8 | -3.1 | 0.4 | 4
CCC(C)NC(=O)C1(NC(=O)Nc2ccccc2)CCCCC1 (stereo unspecified) | -3 | -3 | -7 | -1.1 | 16 | -1.1 | -2.6 | -0.5 | 1
Cc1cc(SCC(=O)N2CCCC2)nc2ccccc12 | -12 | -4 | 4 | -2.0 | 0 | -1.6 | -2.3 | -0.8 | 3
CCn1c(SCC(=O)Nc2cc(S(=O)(=O)N3CCOCC3)ccc2OC)nnc1-c1ccncc1 | -19 | -3 | -9 | -1.0 | 38 | 0.5 | -1.7 | -0.6 | -6
Cc1ccc(S(=O)(=O)N(C)CC(=O)N2CCCC2)cc1 | 3 | -1 | 1 | 0.8 | -45 | -1.0 | -0.9 | -0.1 | 5
CN1CCN(C(=O)CN(C2CCCCC2)S(=O)(=O)c2ccc(Br)cc2)CC1 | 14 | -1 | -10 | -1.7 | 21 | 5.5 | -3.7 | 4.0 | -16
CCOc1ccc(C(=O)NNC2CC(=O)N(Cc3ccc(Cl)cc3)C2=O)cc1OC (stereo unspecified) | -27 | 3 | 5 | -3.5 | 6 | -2.5 | -1.3 | -1.3 | 21
CN(C)c1ccc(C(=O)c2ccccc2C(=O)O)cc1[N+](=O)[O-] | -9 | -6 | -3 | -0.6 | 16 | 0.1 | -1.8 | 0.8 | -1
Cc1[nH]c2ccc(F)cc2c1CCN(Cc1ccco1)C(=S)NC(C)(C)C | 4 | -4 | 6 | -3.6 | 6 | 2.6 | -1.8 | 3.2 | 0
Cc1ccc2nc(Cc3ccc(N)cc3)oc2c1 | -4 | -5 | -10 | -1.1 | 5 | 0.8 | 4.1 | 0.4 | -10
O=C(Cc1cccs1)Nc1cccc(C(=O)Nc2ccc(C(=O)O)cc2)c1 | -16 | -1 | -10 | -3.2 | 28 | 0.0 | -1.5 | -0.1 | 27
O=C(Nc1nnc(Cc2ccc([N+](=O)[O-])cc2)s1)Nc1ccccc1F | -3 | -7 | -5 | -4.2 | 44 | 0.6 | -1.3 | 0.8 | 3
Cc1ccc(C)c(C(=O)CSc2nnnn2-c2cccnc2)c1 | -13 | 4 | 5 | 0.1 | 6 | -2.7 | -1.2 | 1.2 | 2
CCOc1ccc(-c2cc(NC(=O)Cn3ncc4c3-c3ccccc3OC4)on2)cc1OCC | -7 | x | -8 | -1.7 | 17 | 1.8 | -4.3 | -0.4 | -4
CC(=O)Nc1ccc(NC(=O)CSc2nnc3ccc(-c4ccc(F)cc4)nn23)cc1 | -6 | -5 | 4 | -3.3 | -3 | 0.2 | -2.0 | -0.1 | -7
COc1ccc(CCNC(=O)c2cccc3c2C(=O)N(C2CCCCC2)C3)cc1OC | -50 | 1 | 2 | -0.1 | 13 | -1.1 | -4.0 | -1.0 | -15
Cc1cccc(NC(=S)NC(=O)c2ccco2)c1C | -10 | -2 | -8 | -2.3 | 42 | -0.6 | -0.5 | 1.0 | 13
COC(=O)c1ccc(CN2C(=O)NC(CC(C)C)C2=O)cc1 (stereo unspecified) | -8 | -3 | -8 | -3.5 | 53 | -1.1 | -1.8 | 2.0 | 10
CCOC(=O)N1CCN(Cc2nc3cc([N+](=O)[O-])ccc3n2C)CC1 | -14 | -10 | -2 | -1.3 | 34 | -0.2 | -4.0 | 0.8 | -23
Oc1ccc2ccccc2c1C=Nc1ccccc1-c1nc2ccccc2[nH]1 | -4 | -6 | 14 | -0.4 | 14 | 1.7 | -1.0 | 1.9 | -10
Cn1c(N=NC(=O)c2ccccc2)c(O)c2ccccc21 | -8 | -3 | 1 | -3.0 | -2 | -2.8 | -4.5 | 0.1 | -1
COC(=O)c1[nH]c2ccccc2c1NC(=O)CN1CCCCCC1 | -5 | -6 | -12 | -2.9 | 65* | 0.3 | -1.2 | 0.1 | -1
CC(=O)N/C(=C\c1cccs1)C(=O)O | 3 | 0 | -3 | -1.8 | -11 | 1.1 | -1.0 | 0.9 | 3
Cc1cc(-c2ccc(S(=O)(=O)N3CCN(c4cccc(C(F)(F)F)c4)CC3)s2)on1 | -16 | -7 | 5 | -1.9 | 26 | -0.4 | -1.3 | -0.5 | -18
O=C(COc1cc2oc(=O)c3c(c2cc1Cl)CCC3)NCCCN1CCOCC1 | 15 | 2 | -15 | 27* | 41 | -0.3 | -2.2 | 0.7 | 12
CN(C)c1nc2ccccc2c(N)c1-c1ccccc1 | -2 | x | 12 | -0.3 | 14 | 0.1 | -2.5 | 1.8 | -7
CN(C)c1ccc(/C=C2/NC(=O)NC2=O)cc1 | 2 | 1 | -4 | -2.9 | 21 | -0.2 | -4.0 | -0.6 | 5
O=C(N/N=C/c1cccnc1)c1ccco1 | -1 | -3 | -5 | -2.6 | 13 | 0.3 | 1.0 | 1.9 | 0
NC(=O)c1nsc(C(=O)N(Cc2ccco2)C(C(=O)NCc2ccccc2)c2ccc(O)cc2)c1N (stereo unspecified) | -19 | -7 | 5 | -1.0 | 39 | 1.1 | 1.5 | 4.6 | -2
CCOC(=O)C1CCN(S(=O)(=O)c2c(C)n(C)c(=O)n(C)c2=O)CC1 | -3 | x | -11 | -3.9 | 33 | 0.6 | -4.7 | 0.1 | 5
CCOC(=O)c1c(C)[nH]c(N=Nc2cccc(OC)c2)c1C | -4 | -5 | -24 | -2.4 | 36 | -1.3 | -5.8 | -0.6 | -7
Cc1ccc(OCC(=O)Nc2c3c(nn2C(C)(C)C)CS(=O)(=O)C3)cc1 | -19 | 6 | -15 | -0.1 | 41 | -0.1 | -3.0 | -0.3 | -1
Cc1ccc(Cn2c(S(=O)(=O)O)nc3ccccc32)cc1 | -17 | 2 | -11 | -2.7 | 16 | -0.3 | -3.1 | 2.1 | 33
COc1ccc(NC(=O)c2ccc3snnc3c2)cc1 | 0 | -2 | -6 | -2.4 | 2 | 0.7 | -1.9 | 0.6 | 0
CCc1ccc(NC(=O)CCC(=O)c2ccccc2)cc1 | -9 | -9 | 8 | 0.2 | 1 | -0.7 | -0.8 | 0.0 | -6
Cc1c(N(C(=O)c2ccccn2)C2(C(=O)NC3CCCC3)CCCCC2)c(=O)n(-c2ccccc2)n1C | -26 | -3 | -9 | 1.7 | -3 | 0.2 | -1.6 | -0.7 | -6
Cc1ccc(N2CC(C(=O)Nc3ccc(S(=O)(=O)Nc4ncccn4)cc3)CC2=O)cc1C (stereo unspecified) | -36 | 7 | 0 | -2.8 | 19 | 0.5 | -2.1 | -0.4 | -2
CN(C)CCN(Cc1ccc(Cl)cc1)c1ccccn1 | 13 | -3 | 0 | -0.6 | 1 | 0.9 | -1.5 | 0.8 | -16
O=C(c1ccccc1)N1N=C(c2ccccc2)CC1c1cccs1 (stereo unspecified) | -33 | -10 | -25 | -3.0 | 30 | -1.3 | -4.2 | -0.3 | -4
CC(=O)N1CC(C)Sc2ccc(S(=O)(=O)NC3CCCCC3C)cc21 (stereo unspecified) | -44 | 2 | 2 | 0.1 | 15 | 7.4 | -1.3 | 5.6 | -5
O=C(CSc1cccc2cccnc12)N1CCCC1 | -2 | 1 | 1 | -1.3 | 10 | -1.5 | -0.1 | -0.2 | -1
CSc1cccc(NC(C)C(=O)NCc2ccccc2)c1 (stereo unspecified) | -2 | -4 | -8 | -5.3 | 42 | -0.3 | -4.2 | -0.3 | 1
COCCN(C(=O)CSc1nnc2cc(C)c3ccccc3n12)c1c(N)n(Cc2ccccc2)c(=O)[nH]c1=O | -35 | 0 | -2 | 2.6 | -2 | 0.7 | -3.1 | 0.5 | -2

Given comma-delimited: part of the list above
mol,DNA FID counter,GalR3 antag,GPR7 antag,VIM-2 inh,PHOSPHO1 inh,OXTR agonist,IMP-1 inh,V1R ag counter,HCV NS3 hel inh
COc1ccc(NC(=O)c2ccc3snnc3c2)cc1,0,-2,-6,-2.4,2,0.7,-1.9,0.6,0
CCc1ccc(NC(=O)CCC(=O)c2ccccc2)cc1,-9,-9,8,0.2,1,-0.7,-0.8,0.0,-6
Cc1c(N(C(=O)c2ccccn2)C2(C(=O)NC3CCCC3)CCCCC2)c(=O)n(-c2ccccc2)n1C,-26,-3,-9,1.7,-3,0.2,-1.6,-0.7,-6
Cc1ccc(N2CC(C(=O)Nc3ccc(S(=O)(=O)Nc4ncccn4)cc3)CC2=O)cc1C (stereo unspecified),-36,7,0,-2.8,19,0.5,-2.1,-0.4,-2
CN(C)CCN(Cc1ccc(Cl)cc1)c1ccccn1,13,-3,0,-0.6,1,0.9,-1.5,0.8,-16
O=C(c1ccccc1)N1N=C(c2ccccc2)CC1c1cccs1 (stereo unspecified),-33,-10,-25,-3.0,30,-1.3,-4.2,-0.3,-4
CC(=O)N1CC(C)Sc2ccc(S(=O)(=O)NC3CCCCC3C)cc21 (stereo unspecified),-44,2,2,0.1,15,7.4,-1.3,5.6,-5

Screening data: PubChem BioAssay, several laboratories
